# Bioassay records (PubChem BioAssay)
# STAT3 activator = IL-6 driven STAT3 reporter potentiators, primary screen, U3A cells, luciferase, luminescence, MLSCN library | IL-6 STAT3-luciferase reporter; 100% = signal with IL-6 EC80 alone | activation (% of control), % at 5.6 µM | 0.91% of 190,000 active | AID 871, 2007;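 active = activation above the screen-wide mean of compound activation plus 3 SD, cut at about 130% in these data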;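 also: 0% = background luminescence of wells with medium and substrate only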
#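 Material: STAT3-luciferase reporter U3A cells; Probe or stimulus: IL-6 (33 ng/mL); Incubation: compound pre-incubation 1 h before IL-6, then 6 h stimulation at 37 °C; Technique: luminescence from STAT3-driven luciferase reporter; Evaluation: % activation versus median of IL-6-stimulated wells; Controls: IL-6-only high control.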
# APP 5UTR inh = inhibitors of APP translation via 5'UTR reporter, primary screen, APP 5'UTR luciferase, SH-SY5Y cells; SH-SY5Y APP 5'UTR-luciferase reporter, luminescence; inhibition, % at 2 µM; 0.82% of 190,000 active;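 active = inhibition above a set limit, derived from the sample mean plus 3 SD, cut at about 45% in these data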; also: values of inactives mirror those of a sister screen read the other way
# APP 5'UTR act = activators of APP 5'UTR luciferase reporter, primary screen, SH-SY5Y cells. SH-SY5Y APP 5'UTR luciferase reporter, luminescence; zero percent = DMSO vehicle wells. activation, % at 2 µM. 1% of 190,000 active. AID 1276, 2008;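 active = activation above a set limit, based on mean plus 3 SD of controls, cut at about 140% in these data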; also: values of inactives mirror those of a sister screen read the other way
# FLuc stim CS = FLuc activators, initial screening, artefact control for FLuc-dependent activation tests, biochemical, ATPlite luminescence. Luciferin 4-monooxygenase (Photinus pyralis), P08659. ATPlite luciferase biochemical, 10 min; 0 = ATP-free wells, 1 = DMSO control. activation factor at 10 µM. 200,000 tested, under 10 active. AID 1027, 2008;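 active = luciferase activation factor, scaled between plate controls, of at least 2 with compound at 10 µM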
# Target sequence (P08659 whole entry, looked up): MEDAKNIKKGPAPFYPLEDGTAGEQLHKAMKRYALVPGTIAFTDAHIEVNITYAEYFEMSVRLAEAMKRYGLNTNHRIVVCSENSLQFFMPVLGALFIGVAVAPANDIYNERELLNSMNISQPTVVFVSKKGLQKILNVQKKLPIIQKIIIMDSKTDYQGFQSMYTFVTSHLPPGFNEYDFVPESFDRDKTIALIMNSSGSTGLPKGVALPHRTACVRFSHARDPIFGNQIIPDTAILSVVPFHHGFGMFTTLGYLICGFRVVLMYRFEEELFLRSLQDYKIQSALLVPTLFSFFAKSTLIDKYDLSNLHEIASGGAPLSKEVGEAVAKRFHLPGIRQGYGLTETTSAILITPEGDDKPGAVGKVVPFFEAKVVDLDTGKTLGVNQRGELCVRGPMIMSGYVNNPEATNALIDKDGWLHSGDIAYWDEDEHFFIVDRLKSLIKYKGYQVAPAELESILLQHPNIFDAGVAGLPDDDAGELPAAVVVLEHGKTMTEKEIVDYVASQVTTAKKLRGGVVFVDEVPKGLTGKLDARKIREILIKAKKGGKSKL
#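 Material: Luciferase/luciferin reagent mix; Doses: test compounds dosed from 2 mM stocks in 100% DMSO; Schedule: 10 min incubation after luciferase reagent addition, room temperature; Measured by: luminescence from luciferase reaction; Read-out: luminescence gain marking luciferase activators.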
# STAT1 blocker = STAT1 signaling inhibitors, primary screen, cell-based, HTS, luciferase reporter | NIH 3T3 STAT1-luciferase reporter, IFN-gamma, luminescence | inhibition, % at 5.5 µM | 0.35% of 200,000 active;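 active = inhibition above a set limit, the mean inhibition across all tested compounds plus 3 SD, cut at about 34% in these data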;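 also: 0% = IFN-gamma with DMSO and 100% = IFN-gamma with 300 µM nifuroxazide; values of inactives mirror those of a sister screen read the other way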
# NF-kB expr up = activators of NF-kB expression in neurons, primary screen, cell-based, HTS; human neuronal cells, NF-kB reporter expression; stronger effect = higher value; fold change at 12.5 µM; AID 1239, 2008; 1.6% of 190,000 active; in the data active = fold change above about 3.3
# STAT1 activator = STAT1 signaling activators, primary screen, cell-based, HTS, luciferase reporter | NIH 3T3 STAT1-luciferase reporter, IFN-gamma, luminescence; 100% = IFN-gamma alone, no compound | activation (% of control), % at 5.5 µM | 2.6% of 200,000 active;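 active = activation above the screen-wide mean activation plus 3 SD, cut at about 130% in these data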;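 also: raw ratio to IFN-gamma control signal so 100% means no change and 0% no light; values of inactives mirror those of a sister screen read the other way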
# FLuc inh counter = firefly luciferase enzyme inhibitors, primary screen, artefact control for luciferase-based inhibitor screens, biochemical, luminescence, ATPLite | Luciferin 4-monooxygenase (Photinus pyralis), P08659 | inhibition, % at 10 µM | 1.5% of 200,000 active | AID 1006, 2008 | 10 min;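 active = inhibition above about 50% when tested at 10 µM, limit read from the data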
# STAT3 blocker = IL-6 driven STAT3 reporter inhibitors, primary screen, U3A cells, luciferase, luminescence, MLSCN library; IL-6 STAT3-luciferase reporter; host cell line lacks STAT1; inhibition, % at 5.5 µM; 0.89% of 190,000 active; AID 862, 2007;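 active = inhibition above the mean inhibition across all screened compounds plus 3 SD, cut at about 44% in these data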;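 also: 0% = DMSO only wells and 100% = 100 µM nifuroxazide control wells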
# ROMK primary = ROMK potassium channel modulators, primary screen, cell-based, thallium flux, MLSMR library. ATP-sensitive inward rectifier potassium channel 1 (Homo sapiens), P48048. Tet-inducible ROMK, thallium flux fluorescence; actives lie on both sides. B-score at 10 µM. 2% of 130,000 active. AID 1918, 2009;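 active = signal ratio slope over the read window, or its plate-corrected B-score, at least 3 SD from the plate mean, either direction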;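 also: B-score of the F/F0 ratio slope over 7 to 12 s after thallium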
# Target sequence (P48048 whole entry, looked up): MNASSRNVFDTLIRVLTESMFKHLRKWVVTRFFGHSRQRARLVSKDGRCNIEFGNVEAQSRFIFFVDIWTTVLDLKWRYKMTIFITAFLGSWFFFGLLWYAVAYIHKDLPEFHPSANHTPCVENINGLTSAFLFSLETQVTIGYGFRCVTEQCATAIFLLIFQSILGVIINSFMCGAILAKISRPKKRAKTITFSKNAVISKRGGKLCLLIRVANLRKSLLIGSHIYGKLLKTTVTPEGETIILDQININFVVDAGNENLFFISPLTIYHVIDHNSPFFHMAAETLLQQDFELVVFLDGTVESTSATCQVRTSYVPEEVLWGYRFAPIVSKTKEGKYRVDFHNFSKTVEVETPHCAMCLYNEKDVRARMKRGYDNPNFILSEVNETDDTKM
# The depositor's hits bear a star; / = not tested or not shown. Hits appear at their usual frequency; 7.1% or so of the library scored in one or more.
SMILES,STAT3 activator,APP 5UTR inh,APP 5'UTR act,FLuc stim CS,STAT1 blocker,NF-kB expr up,STAT1 activator,FLuc inh counter,STAT3 blocker,ROMK primary
CCOc1ccc(NC(=O)Cc2ccccc2)c([N+](=O)[O-])c1,86,1,-1,1,0,1.6,100,-1,20,/
CC(/C=C/c1ccccc1)=N/O,103,-13,13,1,-8,1.2,107,4,2,/
Fc1ccc(NCc2cn3ccccc3n2)cc1,93,-36,36,0.8,-38,2.2,135*,19,12,/
COc1ccccc1/C(C)=N/NC(=S)NCc1ccccc1,103,-4,4,1.1,-7,1.1,106,-8,-3,-0.43
CN1CCN(CCOc2cccc(Cl)c2)CC1,93,-14,14,1,3,1.1,97,-4,18,/
Cc1nc2c3cc(F)ccc3n(Cc3ccc(F)cc3)c2s1,104,-7,7,1.1,-6,1,105,-5,-1,-0.094
CCOc1ccccc1N(CC(=O)Nc1ccccc1C(=O)O)S(C)(=O)=O,98,-7,7,1,6,1.4,95,-5,10,/
O=C(CNc1ccccc1)N/N=C/c1c[nH]c2ccccc12,112,8,-8,1,-8,0.76,107,0,-14,0.074
Cc1ccc(SCC(=O)Nc2ccc(N3CCN(C)CC3)c(F)c2)cc1,99,-32,32,1,-36,2.4,133*,1,6,/
Cc1ccc(-c2nn(C)c(=O)c3ccccc23)cc1CNS(C)(=O)=O,97,-3,3,1,3,0.82,97,-1,8,0.35
c1ccc(-c2nc(NCCCn3ccnc3)c3ccccc3n2)cc1,102,4,-4,1,1,0.93,100,0,6,-3.6*
COc1ccc(/C=C2\CCCC3C2=NN(C(=O)c2scnc2C)C3c2ccc(OC)cc2)cc1 (configuration not stated),103,-22,22,1.1,0,1.1,100,-7,2,-1.2
COC(=O)c1cccc(C(=O)Nc2ccc(C)cc2)n1,120,-10,10,0.8,-15,1.6,113,17,-19,/
C/C(=N\Nc1ccc([N+](=O)[O-])cc1[N+](=O)[O-])c1ccc(-n2nncc2C(C)(C)C)cc1,112,-11,11,1,-5,0.84,105,0,-16,0.041
O=C(Oc1c(CN2CCOCC2)cc(Cl)c2cccnc12)c1ccccc1Cl,96,53*,-53,1,2,1.7,99,-4,5,/
CCOC(=O)C1=C(CC)Nc2ccccc2N/C1=N\S(=O)(=O)c1ccc2ccccc2c1,99,-11,11,1,9,1.1,91,-4,9,0.069
NC(=O)c1nc(N2CCOCC2)nc(N2CCOCC2)n1,104,-3,3,1,-6,1.1,105,-4,-4,/
CCn1nnc(NC(=O)c2cc(Cl)c(OC)c(Cl)c2)n1,90,1,-1,1.1,3,1,100,-8,14,-0.38
O=C(CC1C(=O)NCCN1CC1CCCCC1)NCc1ccc(F)cc1F (configuration not stated),105,-13,13,1.1,-1,/,101,-7,0,-0.88
CCN(CC)S(=O)(=O)c1ccc(Nc2ccc(-c3ccc4c(c3)OCCO4)nn2)cc1,97,-20,20,1,-14,1.1,113,3,8,/
O=C1CCCC/C1=C/Nc1ccc(C(=O)O)cc1,107,/,/,1,1,1.3,100,1,-8,-0.32
COc1ccc(-n2ncc3c(=O)n(CC(=O)N4CCCc5ccccc54)cnc32)cc1,97,3,-3,1.1,-6,0.6,105,-8,8,/
Cc1cc(NC(=O)CSc2nnc(C3CC3)n2-c2ccccc2)no1,105,-3,3,1,8,0.94,92,3,0,-0.22
CC(=O)N1CCC(=NNc2ncc(C(F)(F)F)cc2Cl)CC1,108,-7,7,1,-6,1.4,106,-2,-6,0.11
C=CCSC1=N/C(=C\c2cc(OCC)c(OC(C)=O)c([N+](=O)[O-])c2)C(=O)S1,104,-1,1,1,4,1.6,96,1,-7,0.54
CCOC(=O)Cc1csc(NC(=O)/C=C\c2ccccc2)n1,89,-13,13,0.4,-9,1.7,108,59*,18,-0.029
CNC(=S)/N=C/NOCc1ccc(Cl)cc1Cl,84,-18,18,1,12,1.3,89,-4,26,-1.2
Cc1ccc(CNC(=O)c2ccc3c(c2)NC(=O)C(N2CCOCC2)S3)cc1 (configuration not stated),133*,-6,6,1,11,0.86,91,-2,-33,-0.71
Cc1cccc(C(=O)O/N=C(\c2ccccc2)c2cccnc2)c1,103,24,-24,1,7,0.99,94,4,-1,-1.6
C=CCN1C(=O)CN=C1Nc1cc(C)ccc1C,102,0,0,1,0,1.9,100,-3,2,/
CN(C)C(=O)c1ccccc1Sc1cc(Cl)ccc1Cl,95,3,-3,1,-9,0.98,108,-2,12,0.89
O=C(c1ccccc1Sc1ccc([N+](=O)[O-])cc1Cl)N1CCOCC1,99,4,-4,1.1,6,1.2,94,-6,10,0.017
Nn1c(SCc2nc3ccccc3[nH]2)nnc1-c1cccnc1,105,-18,18,1,1,0.93,100,-2,1,/
COc1cccc(-c2nc3cc(C)ccc3o2)c1,68,-172,172*,0.2,-6,6.5*,106,83*,45*,/
CCOC(=O)Nc1ccc(S(=O)(=O)NCc2ccccc2)cc1,87,-10,10,1.1,6,0.98,95,-7,17,0.84
CC(C)(C)NC(=O)Cn1c(=O)c(=O)n(Cc2ccccc2)c2ccc(Cl)cc21,94,-4,4,1,-6,0.95,105,-5,9,/
Cc1nn(CCCC(=O)Nc2ccccn2)c(C)c1[N+](=O)[O-],94,-18,18,1.1,0,1.1,101,-5,12,-0.79
COC(=O)COc1ccccc1C(N)=O,100,4,-4,1,2,1.1,98,-1,4,-0.41
CCOC(=O)C1CCN(C(=O)COC(=O)CCOc2ccc(C)cc2)CC1,98,-13,13,1,-1,1.2,101,2,10,/
CCCC(=O)Nc1sc2c(c1C#N)CCCCC2,116,-14,14,1,-20,3.9*,118,5,-17,/
CC1(C)Cc2c(c(=S)nc(-c3ccccc3)n2CCCN2CCOCC2)CO1,103,7,-7,1,1,1,100,-4,3,/
CCOc1cc(CNCc2ccc(C(=O)O)cc2)ccc1OC,106,-2,2,1,2,1.1,96,-4,0,-0.27
CCCCCC#CCC#CCC#CCC#CCCCC(=O)O,108,4,-4,1,4,1.6,96,-2,-6,/
C#CCOC(=O)c1ccccc1C(=O)N(CC)CC,95,-31,31,1.1,-2,1,101,-6,16,/
O=C(CN1C(=O)CCC1=O)Nc1nc(-c2ccc(Oc3ccccc3)cc2)cs1,105,-4,4,1,4,1.9,97,1,-3,/
Cc1ccc(Nc2nc3nonc3[nH]c2=O)cc1C,105,12,-12,0.7,-6,1.4,107,31,1,/
Cc1ccccc1[C@@H]1C(C#N)=C(N)S[C@H]1C(=O)c1ccccc1,93,-11,11,1.1,11,0.95,90,-6,15,-1.2
COc1ccc(C(=O)NC(=S)NCc2ccccc2)cc1,97,3,-3,1.1,-9,1.5,108,-8,10,1.2
Cc1ccc(C)c(Nc2ncnc3nc[nH]c23)c1,104,1,-1,1.1,5,1.1,96,-10,4,/
CCCSc1ccc2nc(-c3ccccc3)cn2c1,15,-98,98,0,79*,1.2,31,95*,103*,0.23
Cc1ccc(-n2nc(C)c(/C=N/NC(=O)c3cccs3)c2Cl)cc1,100,8,-7,1,-7,1,106,1,0,0.3
CC(NC(=S)NCCc1ccccc1)C(c1cccs1)N1CCN(C)CC1 (configuration not stated),102,28,-27,1,9,0.98,92,-2,-3,-0.022
CCOc1ccc(N2C(=O)c3cccnc3C2Nc2ccc(C)cc2)cc1 (configuration not stated),115,-13,13,1,-9,0.6,108,-3,-15,-0.39
CC(=O)O[C@H]1CSC[C@H]1NC(=O)c1ccccc1,100,-1,1,1,1,1.2,99,-2,4,/
Nc1ccc(C(=O)OCC(=O)NC2CCCc3ccccc32)cc1[N+](=O)[O-] (configuration not stated),102,18,-18,1,11,1.3,87,-2,-1,1.3
CCOc1ccc(S(=O)(=O)NCCC(=O)NC2=NCCS2)cc1,97,6,-6,1.1,6,0.99,94,-10,8,-0.43
Cc1ccccc1-n1nnnc1Sc1nnnn1-c1ccccc1,104,5,-5,1.1,26,0.62,76,-6,0,-0.0051
O=Cc1ccc(-n2cccn2)cc1,103,10,-10,1,-2,1.1,103,-1,2,-0.28
CC(C)(C)c1csc(NC(=O)Cn2c(=O)oc3ccccc32)n1,96,1,-1,1,3,0.91,97,-4,9,-0.5
Cc1cccc(C)c1NC(=O)CSCCO,100,-8,8,1,-3,1.2,103,-2,9,/
# (cont.)
SMILES,STAT3 activator,APP 5UTR inh,APP 5'UTR act,FLuc stim CS,STAT1 blocker,NF-kB expr up,STAT1 activator,FLuc inh counter,STAT3 blocker,ROMK primary
CCC1CCCCN1C(=O)c1sc2nc(C)nc(N(CC)CC)c2c1C (configuration not stated),105,5,-5,1,12,1.4,88,-3,-4,-3.7*
COc1ccccc1C1CC(c2ccc(F)cc2)Nc2ncnn21 (configuration not stated),102,2,-2,1.1,-8,1.5,108,-7,2,/
O=C(CC1CCCCC1)OCn1nnc2ccccc2c1=O,103,-11,11,1.1,-2,1,100,-8,-4,-0.69
Cc1ccc(C(=O)N2CCN(C(=O)N3CCOCC3)CC2)cc1,102,-21,21,1,-2,0.92,101,-2,1,/
O=C(C1CCCCC1)N1CCN=C1SCc1cccnc1,96,-12,12,1,3,1.3,97,-2,14,/
COc1ccc(N2C(=O)C3ON(C4SC(=S)N(C)C4(C)C)C(c4ccc([N+](=O)[O-])cc4)C3C2=O)cc1 (configuration not stated),103,-12,11,1.1,0,1,100,-8,2,/
Cc1nn(-c2ccccc2)c(C)c1/C=N/NC(=O)CSc1nnc(SCc2ccccc2Cl)s1,109,-37,37,0.9,-7,1.4,107,10,-13,-0.58
O=C(O)CNC(=S)N(Cc1ccccc1)Cc1ccccc1F,97,-15,15,1,5,1.3,95,1,5,0.53
Cc1cccc(N=C2NC(=O)/C(=C/c3cn(C)c4ccccc34)S2)c1,90,-14,14,1.1,6,1.1,95,-6,14,/
Cc1cc(C)c(C#N)c(SCC(=O)N(C)C2CCCCC2)n1,81,-7,7,1.1,2,1.2,98,-6,27,/
CN(c1cccc(NC(=O)CN2C(=O)c3ccccc3S2(=O)=O)c1)S(C)(=O)=O,98,0,0,1,15,0.67,86,0,6,/
CN1/C(=C\C(=O)COC(=O)C2COc3ccccc3O2)C(C)(C)c2ccccc21 (configuration not stated),106,15,-15,1,2,0.73,98,-3,-5,-0.0024
CCOc1cc(C)c(Cl)cc1S(=O)(=O)n1ccnc1,92,1,-1,1,5,0.88,94,-3,17,0.0024
Fc1cc2nccnc2cc1N1CCSCC1,95,9,-9,1.1,-1,1.1,101,-6,12,/
